Bioassay records deposited in PubChem by National Center for Advancing Translational Sciences (NCATS).
TDP1 inh: inhibitors of human tyrosyl-DNA phosphodiesterase TDP1; 0.28% of 350,000 active; recombinant TDP1, AlphaScreen DNA substrate cleavage; Q9NUW8; Potency, µM (titrated, usually from 130 µM), without a hit: top-dose activity change, negative = inhibition, most hits filed as inhibitors; further: nearly all actives have a fitted effect of over 40% in size
Target sequence (Q9NUW8 whole entry, looked up): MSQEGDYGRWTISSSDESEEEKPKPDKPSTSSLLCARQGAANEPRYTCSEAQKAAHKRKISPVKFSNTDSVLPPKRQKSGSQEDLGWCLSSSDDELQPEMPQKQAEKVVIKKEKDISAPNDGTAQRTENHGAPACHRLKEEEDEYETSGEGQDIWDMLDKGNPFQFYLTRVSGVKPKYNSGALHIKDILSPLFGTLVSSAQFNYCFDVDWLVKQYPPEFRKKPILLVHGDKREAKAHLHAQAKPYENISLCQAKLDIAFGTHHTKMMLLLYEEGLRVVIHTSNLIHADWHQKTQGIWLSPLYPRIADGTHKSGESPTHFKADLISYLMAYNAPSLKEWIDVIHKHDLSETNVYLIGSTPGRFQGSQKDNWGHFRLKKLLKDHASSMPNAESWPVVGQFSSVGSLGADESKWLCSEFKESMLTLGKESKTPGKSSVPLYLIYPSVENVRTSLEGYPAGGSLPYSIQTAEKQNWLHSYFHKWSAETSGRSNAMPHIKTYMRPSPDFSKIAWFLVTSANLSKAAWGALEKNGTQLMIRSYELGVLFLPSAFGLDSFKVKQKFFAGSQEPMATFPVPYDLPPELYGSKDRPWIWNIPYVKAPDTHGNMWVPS
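Tdp1 1 nM final; 15 min RT w/ cpd; substrate 15 nM, 5 min; beads 10 ug/ml, 10 min; AlphaScreen read. Neg ctrl: no enzyme.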
DT40 TDP1 CPT: DT40-hTDP1 cell growth loss with CPT. chicken DT40 Tdp1-/-;hTDP1 cells + 20 nM CPT, ATP luminescence, 48 h. Potency, µM (highest dose often 46.2 µM), without a hit: at the top dose activity change, negative = growth inhibition, most hits filed as inhibitors. 12% of 420,000 active. AID 686979; further: nearly all actives have a fitted effect of over 55% in size
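Cell growth measured by CellTiter-Glo luminescence after a minimum 48 h, 37 C compound exposure with 20 nM CPT in Tdp1-knockout DT40 cells stably expressing hTDP1, seeded 400/well; qHTS titration format.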
DT40 TDP1 no CPT: qHTS for Inhibitors of human tyrosyl-DNA phosphodiesterase 1 (TDP1): qHTS in cells in absence of CPT; AID 686978, 2013; DT40 Tdp1-/- hTDP1 cells, no CPT, ATP luminescence, 48 h; Potency, µM (top dose mostly 46.2 µM), inactives show top-dose activity change, negative = growth inhibition, actives largely listed as inhibitors; 15% of 420,000 active; further: nearly all actives have a fitted effect of over 55% in size
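Compound effects on proliferation are scored in DT40 Tdp1-/-;hTDP1 cells in the absence of CPT. ATP levels (CellTiter-Glo luminescence) are recorded after a ≥48 hr, 37 °C incubation.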
* hit, by the source's call; ? = inconclusive; nt = no result given; & = joins results of further samples; [ ] = dose if it differs, or a comment. The call rests on the fitted dose curve; in most records, active means well fitted curve in the direction sought with a large enough effect; inconclusive means small, poorly fitted or top-dose-only effect, or another doubt; inactive means no such curve, though single readings can be large; an effect the other way counts as inactive or inconclusive. On the % scale 0 is the no-effect control and ±100 the full control effect; potency means the concentration at half of the fitted maximal effect.

SMILES	TDP1 inh	DT40 TDP1 CPT	DT40 TDP1 no CPT
CCOC(=O)COc1ccc2c(c1)C(=O)CC1(CCN(C(C)=O)CC1)O2	7%	-15%	-5%
O=C(Cc1ccccc1Cl)N1CCN(c2ncccn2)CC1	3%	2%	-16%
COc1ccc(/C=N/n2c(C)nnc2C)c(OC)c1	3%	-1%	0%
CC(C)c1csc(CN2CCC(N3CCC(C(=O)NCC4CCCO4)CC3)CC2)n1 (stereo not drawn)	0%	-11%	5%
CCOC(=O)N1CCC(NC(=O)C2CCN(C(=O)c3cc4oc(C)cc4n3Cc3c(F)cccc3Cl)CC2)CC1	3%	?	15µM*
COc1ccc(S(=O)(=O)N2CCC(c3ccncc3)CC2)cc1Cl	-8%	?	?
C/C(=N\NC(N)=S)C1(C)CCCCC1	5%	?	13µM*
CCCS(=O)(=O)N1CCC(C(=O)N2CCc3ccccc3C2)CC1	-2%	7%	-21%
CCOc1cc(C(=O)O)ccc1OCCOc1ccccc1	nt	12%	2%
COc1ccc(NS(=O)(=O)c2ccc(S(=O)(=O)N3CCCC3)cc2)cc1Cl	4%	-28%	?
CC1=CC2=NC(=O)/C(=C/c3cccs3)C(=N)N2O1	1%	7%	-23%
CC1(C(=O)NCC2CCOCC2)Cc2c(-c3cccc(C(N)=O)c3)ccnc2O1 (stereo not drawn)	nt	26µM*	?
Cc1ccc2oc(=O)n(Cc3ccc(F)cc3)c2c1	nt	-4%	-21%
C[C@]1(C(=O)NCc2cc(F)cc(C(F)(F)F)c2)C=C[C@@H](Cc2ccccc2)N1C(=O)c1ccccc1	1%&6%	16µM*	?
CCCNC(=O)CCCCn1c(=S)[nH]c2c([nH]c3ccc(OC)cc32)c1=O	6%	5.8µM*	5.8µM*
Cc1ccc(CNS(=O)(=O)c2cc3c4c(c2)C(C)C(=O)N4CCC3)cc1 (stereo not drawn)	5%	?	-16%
COC(=O)[C@@]1(C)[C@H]2C(=O)N(Cc3ccccc3)C(=O)[C@H]2[C@H]2CN=C(SCc3ccc(C#N)cc3)N21	-1%[56.1 µM]	?	?
CC(C)[C@@H](C(=O)N1CCNCC1)n1cc(CCO)nn1	3%	-10%	-2%
COC(=O)c1c(NC(=O)C(C)C)sc(C(=O)N2CCOCC2)c1C	nt	-13%	-19%
Cc1ccc2nc(C3CCCCC3)c(Cc3cccc(F)c3)n2c1	nt	?	?
COc1ccc(N(CC(=O)NCc2ccc(C)cc2)S(=O)(=O)c2c(C)nn(C)c2C)cc1	3%	?	?
CCN(CC)C(=O)/C(=C\c1ccncc1)NC(=O)c1ccccc1	2%	2%	3%
O=C1CC(c2ccccc2)Cc2nc(N3CCc4ccccc43)ncc21 (stereo not drawn)	nt	-20%	-8%
CCN(CC(=O)NCc1cccs1)S(=O)(=O)c1ccc(NC(C)=O)cc1	-5%	-8%	-24%
Cc1ccc(C(=O)OCC(=O)NC2CCCC2)cc1	nt	1%	-1%

(continued)
SMILES	TDP1 inh	DT40 TDP1 CPT	DT40 TDP1 no CPT
CN1CCCc2cc(C#N)c(=O)[nH]c21	0%	1%	0%
COc1cc(/C=C/C(=O)OC(C)C(=O)Nc2ccc(Cl)cn2)ccc1OC(F)F (stereo not drawn)	1%	7%	0%
O=C(NC(C(=O)c1ccccc1)c1ccccc1)c1ccccc1 (stereo not drawn)	nt	0%	?
COC(=O)c1cc2occc2n1CC(=O)Nc1ccc(OC)c(OC)c1	8%	-3%	-17%
COc1ccccc1C1CC(c2c(-c3ccccc3)c3cc(Cl)ccc3[nH]c2=O)=NN1S(C)(=O)=O (stereo not drawn)	0%	26µM*	29µM*
CCOC(=O)c1ccc(N(C(=O)c2ccco2)C(C(=O)NC2CCCCC2)c2ccncc2)cc1 (stereo not drawn)	9%	-29%	?
O=C(NCCC1=CCCCC1)C(=O)NCC1OCCCN1S(=O)(=O)c1cc(F)ccc1F (stereo not drawn)	0%	?	-12%
COc1ccc(/C=C/C(=O)NC2CCCCC2C)cc1 (stereo not drawn)	nt	-17%	-10%
O=C(Nc1ccc(Cl)cc1)C1CC2CCCC(C1)C2=O (stereo not drawn)	-2%	-1%	-10%
CC(C)NC(=O)N1CC[C@@]2(CCCN(C(=O)c3ccncc3)C2)C1	nt	0%	-27%
COC(=O)c1ccccc1NC(=S)N(Cc1ccc2c(c1)OCO2)Cc1cc2ccc(C)cc2[nH]c1=O	1%	?	?
Cc1ccccc1S(=O)(=O)/N=C(/c1ccccc1)N1CCOCC1	nt	?	?
O=C(Nc1ccccc1)c1nc[nH]c1C(=O)NCCCNC(=O)c1[nH]cnc1C(=O)Nc1ccccc1	0%	?	15µM*
CCN(CCNc1ccc(Cl)cc1[N+](=O)[O-])C(=O)c1cc([N+](=O)[O-])c(N(C)C)cc1OC	5%	?	?
O=C(OCCCCN1C(=O)c2ccccc2C1=O)c1ccc(Br)o1	0%	-21%	-22%
CC(C)C(=O)OCC(=O)[C@@]12O[C@H](C3CCCCC3)O[C@@H]1C[C@H]1[C@@H]3CCC4=CC(=O)C=C[C@]4(C)[C@H]3[C@@H](O)C[C@@]12C	nt	-8%	-16%
COC(=O)c1ccccc1NC(=O)Nc1cc(C)ccn1	2%	-3%	-1%
O=c1c(=O)n(-c2ccccc2)ccn1Cc1c(F)cccc1Cl	4%	4%	-16%
O=S(=O)(Cc1ccccc1)Cc1cnc(Cl)s1	-5%	11%	-10%
Cc1ccc(S(=O)(=O)NNC(=O)c2ccncc2)cc1	1%	-1%	-1%
CCN(CC)S(=O)(=O)c1ccc(C(=O)NNC(=O)c2csc(N3CCOCC3)n2)cc1	7%	-3%	-19%
COc1ccccc1OCCn1c(C(C)Oc2ccccc2)nc2ccccc21 (stereo not drawn)	6%	26µM*	?
CCN1CCN(C(=S)Nc2ccc(Cl)c(Cl)c2)CC1	5%	?	-7%
COc1ccc(NC(=O)COC(=O)c2ccc(OCc3ccc(Cl)cc3Cl)c(OC)c2)c(OC)c1	-3%	?	?
O=C(c1ccco1)N1CCN(S(=O)(=O)c2ccc(Cl)cc2)CC1	nt	-18%	-23%

(more compounds)
SMILES	TDP1 inh	DT40 TDP1 CPT	DT40 TDP1 no CPT
Cc1cc(Nc2cccc(Cl)c2Cl)n2ncnc2n1	nt	-4%	-28%
Cn1nc(C(=O)NCCc2ccc(S(N)(=O)=O)cc2)c2ccccc2c1=O	6%	2%	-22%
Cc1ccc(NC(=S)N2CCN(c3ncccn3)CC2)c(C)c1	3%	12%	1%
CC(C)c1c(C(=O)N/N=C/c2ccoc2)nnn1-c1nonc1N	5%	-5%	-7%
COc1ccccc1C(=O)NCC(c1ccco1)N1CCc2ccccc21 (stereo not drawn)	3%[0.505 µM]	15µM*	23µM*
O=C1/C(=C/c2ccncc2)SC(=S)N1Cc1ccccc1	11%	?	16µM*
OC(c1ccc(F)c(F)c1)c1nc(-c2cccs2)cs1 (stereo not drawn)	nt	?	?
CS(=O)(=O)c1nc2ccccc2n1Cc1ccccc1	5%	?	-1%
c1ccc(-n2nnnc2NC2CCCCCC2)cc1	3%	-25%	-19%
Cc1nn(C)c(C(=O)Nc2ccc(Cn3cccn3)cc2)c1[N+](=O)[O-]	3%	1%	-1%
COc1ccc2nc(N3C(=O)C(O)=C(C(=O)c4ccco4)C3c3ccccc3OC)sc2c1 (stereo not drawn)	8%	?	?
O=C(COC(=O)c1cncc(Br)c1)NC1CCCCC1	-1%	-25%	-6%
O=C(C1CC1)N1CCN(c2nc3ccccc3s2)CC1	0%	-24%	-11%
COCCCNS(=O)(=O)c1ccc2c3c(cccc13)C(=O)S2	-5%	?	?
COc1cccc(N2CCN(C(=O)CNC(=O)c3sc4ccccc4c3Cl)CC2)c1	5%[56.1 µM]	?	?
Cc1ccc(C(=O)OCC(=O)NC(=O)Cc2ccccc2)c(O)c1	4%	5%	11%
O=c1oc2ccccc2c(N2CCCCC2)c1[N+](=O)[O-]	2%	16µM*	16µM*
CCOC(=O)C1(CC2CCCCO2)CCN(Cc2ccc(OC)cc2F)CC1 (stereo not drawn)	nt	?	21µM*
Cc1ccc(C(=O)OCC(=O)c2cc(C)n(CC3CCCO3)c2C)cc1 (stereo not drawn)	8%	-3%	?
CCCOc1ccc(N2CC(C(=O)Nc3ccccc3OC)CC2=O)cc1 (stereo not drawn)	0%	-22%	-17%
Cc1cc(NC(=O)C(C)Oc2ccc(Cl)cc2Cl)n(-c2ccccc2)n1 (stereo not drawn)	4%	?	?
O=C(N(c1ccccc1)c1ccccc1)n1ccnc1	5%	-1%	-12%
CCOC(=O)C1=C(c2ccccc2)N=C2SCC(=O)N2C1c1ccc(OCC)c(OCC)c1 (stereo not drawn)	2%	5%	-10%
Cc1cc(Br)cc(C)c1NC(=O)c1ccccc1[N+](=O)[O-]	5%	10%	0%
CC1=C(C(=O)N2CCOCC2)C(c2cc(C)cs2)NC(=O)N1 (stereo not drawn)	2%	4%	24%

(continued)
SMILES	TDP1 inh	DT40 TDP1 CPT	DT40 TDP1 no CPT
C/C(=N/Nc1ccccc1C(=O)O)c1cccs1	nt	6%	5%
CC(C)OC(=O)[C@H]1[C@H](c2ccc(Cl)cc2)[C@@](C#N)(C(N)=O)[C@@H]2C=CC(C(N)=O)=CN21	5%	?	-10%
Cn1c(CC(O)c2nc3ccccc3n2C)nc2ccccc21 (stereo not drawn)	nt	9%	0%
COc1ccccc1/C=N/NC(=O)C(=O)Nc1ccccc1OC(F)(F)C(F)F	-1%	?	?
CC(C)CCNC(=O)c1cc(S(=O)(=O)N2CCCCC2)ccc1N1CCOCC1	0%	-13%	?
O=C(N/N=C/c1ccc[nH]1)c1cc(-c2cccs2)nc2ccccc12	10%	?	21µM*
CCc1ccc(NC(=O)CN2C(=O)CSc3ccc(S(=O)(=O)N(C)C)cc32)cc1	5%	-13%	-21%
O=C(OCc1c(F)cccc1Cl)c1cccc(S(=O)(=O)N2CCOCC2)c1	-4%	-18%	?
Cc1cc(Cl)ccc1C(O)c1ncc(-c2ccccc2C(F)(F)F)[nH]1 (stereo not drawn)	nt	26µM*	15µM*
COc1ccc(C2Nc3ccccc3C(=O)N2O)cc1OC (stereo not drawn)	4%	?	?
CCCC(=O)Nc1cc(C(=O)O)ccc1S(=O)(=O)c1ccc(C)cc1	-8%	5%	5%
COc1ccc(C(=O)Nc2ccc(OCc3cc(=O)n4ccccc4n3)cc2)cc1	0%	2%	-25%
CC1=C(C(=O)Nc2ccc(C)cc2C)C(c2ccc(C)o2)NC(=O)N1 (stereo not drawn)	2%	3%	16%
COc1ccc(C2=C(C)C(=O)N(Cc3ccc(C(=O)NCc4cccc(C)c4)cc3)S2(=O)=O)cc1	8%	?	?
CC(C)CN(CCNC(=O)CC1Oc2ccccc2NC1=O)CC(C)C (stereo not drawn)	3%	-26%	-22%
CCC1CN(CCNC(=O)c2cc(C)nn2CC)Cc2cc(OC)ccc2O1 (stereo not drawn)	nt	-3%[9.04 µM]	?
Cc1c(C(=O)N2CCC(C)CC2)c(S(=O)(=O)N2CCN(c3cccc(Cl)c3)CC2)c(C)n1C	6%	?	?
Cc1ccc(C2=C(O)c3ccccc3C(=O)C2=O)cc1	nt	-29%	-11%
